HTT cytoprotect: qHTS Multiplex Assay to Identify Dual Action Probes in a Cell Model of Huntington: Cytoprotection (ATP); PC12 HTT-Q103 induced, cytoprotection, ATP luminescence, 40 h; Potency, µM (top dose mostly 56.4 µM), for the others: cytoprotection (ATP increase), hits mostly activators; actives 0.14% (n = 230,000); AID 1471, 2008;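 also: % of control where 0% means no effect; nearly all actives have a fitted effect of over 45% in size; toxic huntingtin expression switched on by the ecdysone agonist tebufenozide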
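Quantitative HTS on tebufenozide-induced (100 nM) PC12 cells expressing HTTQ103 exon 1–GFP; compounds tested as a concentration series; survival measured via cellular ATP.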
L3MBTL1 block: qHTS Assay for the Inhibitors of L3MBTL1; actives 0.66% (n = 230,000); AID 485360, 2010; Lethal(3)malignant brain tumor-like protein 1 (Homo sapiens), Q9Y468; Potency, µM (series often up to 57.1 µM), inactives show at the top dose activity, negative = inhibition, actives largely listed as inhibitors; AlphaScreen L3MBTL1–H3K9me1 peptide binding; also: % is scaled to controls: 0 for no effect and ±100 for the full control effect; nearly all actives have a fitted effect of over 60% in size
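L3MBTL1 (50 nM) pre-complexed 30 min with biotinylated H3(1-15)K9me1 peptide (75 nM), then compounds added for 30 min at room temperature; AlphaScreen streptavidin donor/nickel chelate acceptor beads (10 ug/mL final) read after 30 min dark incubation.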
TR SRC2 fluor cs: Total Fluorescence Counterscreen for Inhibitors of the Interaction of Thyroid Hormone Receptor and Steroid Receptor Coregulator 2. TRb/SRC2 Texas Red total fluorescence interference. Potency, µM (titrated, usually from 106 µM), without a hit: at the top dose fluorescence change, negative = quenching. actives 0.29% (n = 280,000). AID 1479, 2009; active = well fitted curve in either direction with a large enough effect; inconclusive = small, poorly fitted or top-dose-only effect; also: % is scaled to controls: 0 for no effect and ±100 for the full control effect
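Human TRb ligand-binding domain at 0.6 uM with 20 nM Texas Red SRC2 peptide in Tris buffer containing 1 uM T3 and 5% DMSO, incubated with compound 5 h at ambient temperature. Total fluorescence (555/632 nm) calculated as parallel + 2 × perpendicular.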
TRb SRC2 PPI: qHTS for Inhibitors of the Interaction of Thyroid Hormone Receptor and Steroid Receptor Coregulator 2 | Thyroid hormone receptor beta (Homo sapiens), P10828 | TRbeta-SRC2 peptide binding, fluorescence polarization; receptor liganded with 1 µM T3 | Potency, µM (doses to about 106 µM), without a hit: at the top dose activity change, negative = inhibition, actives largely listed as inhibitors | actives 0.065% (n = 280,000);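 also: plate controls were bound peptide for no effect and peptide without receptor for full effect; nearly all actives have a fitted effect of over 50% in size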
Target sequence (P10828 whole entry, looked up): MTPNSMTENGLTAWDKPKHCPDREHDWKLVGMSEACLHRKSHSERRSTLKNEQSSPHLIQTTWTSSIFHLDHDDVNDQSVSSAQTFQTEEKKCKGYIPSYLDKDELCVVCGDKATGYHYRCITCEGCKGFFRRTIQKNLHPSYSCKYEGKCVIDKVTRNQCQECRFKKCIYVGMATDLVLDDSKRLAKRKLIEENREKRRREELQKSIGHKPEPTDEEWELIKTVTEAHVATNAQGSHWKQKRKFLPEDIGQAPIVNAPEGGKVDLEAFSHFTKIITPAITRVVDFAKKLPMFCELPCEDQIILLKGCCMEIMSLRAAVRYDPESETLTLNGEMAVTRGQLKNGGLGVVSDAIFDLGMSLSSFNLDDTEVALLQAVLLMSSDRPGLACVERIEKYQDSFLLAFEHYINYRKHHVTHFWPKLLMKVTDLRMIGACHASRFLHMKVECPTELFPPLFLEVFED
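Assay buffer: 20 mM Tris-HCl, 100 mM NaCl, 10% glycerol, 1 mM EDTA, 0.01% NP-40, 1 mM DTT, 1 uM T3, 5% DMSO; TRb LBD 0.6 uM, Texas Red SRC2 20 nM; FP after 5 hr.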
Tau ThT inhib: qHTS for Inhibitors of Tau Fibril Formation, Thioflavin T Binding; Microtubule-associated protein tau (Homo sapiens), P10636; recombinant tau K18 P301L, heparin-induced fibrillization, ThT fluorescence; Potency, µM (series often up to 57.4 µM), for inactives: at the highest dose activity, negative = inhibition, most hits filed as inhibitors; actives 2.1% (n = 270,000); also: % is scaled to controls: 0 for no effect and ±100 for the full control effect; nearly all actives have a fitted effect of over 55% in size
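Heparin-induced (20 uM) aggregation of recombinant human K18 P301L tau, 15 uM unlabeled with 0.24 uM labeled, pH 7 acetate buffer, 6 hr at 37 C with compound. Fibrils quantified by 30 uM ThT fluorescence after 1 hr ambient incubation.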
Tau fluor counter: Counterscreen qHTS for Inhibitors of Tau Fibril Formation, Fluorescence Polarization; Potency, µM (highest dose often 57.7 µM), for inactives: at the highest dose activity change, negative = decrease; tau K18 P301L Alexa594 fluorescence, heparin fibrillization; actives 0.93% (n = 280,000); also: % is scaled to controls: 0 for no effect and ±100 for the full control effect; nearly all actives have a fitted effect of over 55% in size
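Human tau K18 P301L (15 uM unlabeled, 0.24 uM Alexa 594-labeled) in 100 mM sodium acetate pH 7 with 20 uM heparin, 6 hr at 37 C. ThT 30 uM added, 1 hr ambient; Alexa 594 FP and total fluorescence read at 555/632 nm.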
RECQ1 helicase: qHTS Assay for Inhibitors of RecQ-Like Dna Helicase 1 (RECQ1); AID 2549, 2010; Potency, µM (highest dose often 57.3 µM), for inactives: at the highest dose activity, negative = inhibition, hits mostly inhibitors; actives 0.54% (n = 240,000); RECQ1 DNA unwinding, red fluorescence kinetic read;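 also: plate controls were vehicle for no effect and no enzyme for full effect; nearly all actives have a fitted effect of over 30% in size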
Target sequence (P46063 whole entry, looked up): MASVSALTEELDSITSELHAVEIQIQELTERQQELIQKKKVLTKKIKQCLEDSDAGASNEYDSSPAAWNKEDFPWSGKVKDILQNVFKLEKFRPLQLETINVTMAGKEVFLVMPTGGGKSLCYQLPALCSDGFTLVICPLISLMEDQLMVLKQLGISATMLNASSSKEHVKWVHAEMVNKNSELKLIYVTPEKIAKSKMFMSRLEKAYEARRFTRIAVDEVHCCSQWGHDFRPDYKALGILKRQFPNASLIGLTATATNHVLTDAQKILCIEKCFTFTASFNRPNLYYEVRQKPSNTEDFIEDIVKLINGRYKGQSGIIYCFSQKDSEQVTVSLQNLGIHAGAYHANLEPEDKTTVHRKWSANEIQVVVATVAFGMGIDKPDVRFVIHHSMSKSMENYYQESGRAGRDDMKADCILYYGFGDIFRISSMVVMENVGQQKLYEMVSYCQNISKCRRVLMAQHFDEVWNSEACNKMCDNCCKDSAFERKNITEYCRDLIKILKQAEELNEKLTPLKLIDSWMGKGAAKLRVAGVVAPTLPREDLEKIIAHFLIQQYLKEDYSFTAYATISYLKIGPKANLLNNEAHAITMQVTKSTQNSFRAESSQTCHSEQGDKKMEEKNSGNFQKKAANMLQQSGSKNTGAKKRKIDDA
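50 nM RECQ1T1 preincubated 15 min with compound in Tris pH 8.0 buffer with MgCl2, DTT, Tween-20 and 2.5 ug/ml poly(dI-dC); started with 200 nM TAMRA/BHQ-2 forked duplex and 2 mM ATP. Unwinding read as fluorescence (525/598 nm), two reads 2 h apart.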
Tau FP inhib: qHTS for Inhibitors of Tau Fibril Formation, Fluorescence Polarization; K18 P301L tau heparin fibrillization, Alexa594 FP, 6 h; AID 1468, 2008; Microtubule-associated protein tau (Homo sapiens), P10636; actives 0.39% (n = 280,000); Potency, µM (titrated, usually from 57.7 µM), inactives show at the highest dose activity, negative = inhibition, actives largely listed as inhibitors; also: % is scaled to controls: 0 for no effect and ±100 for the full control effect; nearly all actives have a fitted effect of over 55% in size
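K18 P301L tau (15 uM unlabeled/0.24 uM Alexa 594-labeled, final) + compound + heparin 20 uM final; 100 mM NaOAc pH 7; 6 hr 37 C; ThT 30 uM final added, 1 hr RT; FP ex 555/em 632 nm.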
* marks the source's active call; other numbers are inactive results; i = inactive; u = inconclusive; x = no result given; & = joins results of further samples; [ ] = dose if it differs, or a comment. Unless noted, calls follow the shape of the dose curve; as a rule, active = well fitted curve in the direction sought with a large enough effect; inconclusive = small, poorly fitted or top-dose-only effect, or another doubt; inactive = no such curve, though single readings can be large; an effect the other way counts as inactive or inconclusive. Potency is read from the fitted curve at half-maximal effect. An excerpt (hit frequency here may not be typical).

SMILES | HTT cytoprotect | L3MBTL1 block | TR SRC2 fluor cs | TRb SRC2 PPI | Tau ThT inhib | Tau fluor counter | RECQ1 helicase | Tau FP inhib
O=C(Nc1cc(-c2ccccc2F)nn1-c1ccccc1)c1ccccc1Br | x | x | -3% | 6% | -6% | -25% | x | u
COc1ccc(N2CCN(c3ncccn3)CC2)cc1 | -2% | x | 0% | 6% | u | -5% | i | -2%
Cc1ccc2nc(NC(=O)CSc3ncc(C(=O)Nc4ccc(F)cc4)c(=O)n3C)sc2c1 | x | x | 0% | -3% | u | -9% | x | 0%
O=C(CCOc1ccccc1)N(Cc1cccnc1)c1nc2ccc(F)cc2s1 | x | x | -3% | -8% | 0% | -3% | x | -6%
Cc1cc(C)cc(C(=O)Nc2cccc(-c3nc4ncccc4o3)c2C)c1 | x | x | 2% | -2% | -9% | -10% | x | -3%
COc1ccccc1NS(=O)(=O)c1ccc(Cl)c(NC(=S)NC(=O)C2CCCC2)c1 | x | -4% | 2% | 1% | 0% | -28% | -16% | -4%
CC(Sc1ccc(Cl)cc1)C(=O)Nc1ccccc1-c1ccccc1 (centres undefined) | u | 77%[activator] | 25µM*[quencher] | -12%[53 µM] | 1% | -1% | 1% | 1%
Cc1cc(NC(=O)c2cccc(F)c2)no1 | -4% | 4% | 0% | 1% | -5% | 1% | -6% | 1%
COc1cc(C)c(C(=O)Oc2cc(C)c(C(=O)O)c(O)c2)c(O)c1 | 0%[10 µM] | x | -3% | 0% | -15% | -1% | -4% | -2%
O=C1COc2ccc(N3C(=O)c4ccccc4C3=O)cc2N1 | -37% | 4% | 0% | 10% | -5% | 0% | 2% | -4%
CCC(C)C(=O)Nn1c(C2CC2)nc2cc(OC)c(OC)cc2c1=O (centres undefined) | 18%[10 µM] | 6% | -1% | 7% | 10% | 8% | i | -2%
Nc1nc(NC(=O)/C=C\C(=O)O)nn1-c1ccccc1 | 11% | x | -3% | -3% | -5% | -1% | -18% | -8%
Cc1nc(N2CCN(Cc3nc4ccccc4[nH]3)CC2)c2oc3ccccc3c2n1 | -16% | -3% | -1% | 10% | -18% | -12% | -3% | -7%
N#CC1=C(N)Oc2n[nH]c(-c3ccncc3)c2C1c1ccsc1 (centres undefined) | 16%[0.074 µM] | -6% | -3% | -3% | u | -22% | 0% | -12%
CCCNC(=O)c1ccc2c(c1)ncn2-c1ccc(C)cc1C | x | x | -2% | 5% | -9% | -12% | x | 5%
NCCNS(=O)(=O)c1cccc2cnccc12 | -2% | x | 2%&-8%&-2%&-1% | 1%&5%&0%&-2% | -11%&-11%&-5% | -10%&-12%&0% | -11%&-1%&9%&-8% | -7%&-3%&1%
Cc1nn(-c2ccccc2)c(Cl)c1/C=C1\SC(=S)N(C)C1=O | x | -3% | -1% | 1% | u | -30% | 1% | u
CC(=O)Oc1ccc(-c2cccc(C(=O)OCC(=O)Nc3ccccc3Oc3ccccc3)c2)cc1 | 15%[10 µM] | -3% | -1% | -2% | -5% | -20% | -21% | -10%
CC1CCCCN1C(=O)Nc1cccc(Cl)c1 (centres undefined) | -17%[10 µM] | 7% | 0% | 9% | 5% | -6% | -4% | -4%
CN1N=C(c2ccc(Cl)cc2)CC(c2ccc(Cl)cc2)C1=O (centres undefined) | -153%[inhibitor] | 12% | 1% | 6% | -17% | -20% | -10% | 3%
O=C(CSc1ccc(-c2ccc(F)cc2)nn1)NCc1ccco1 | -1%[10 µM] | 2% | -1% | -3% | -5% | 2% | -9% | -4%
Cc1noc(C)c1COC(=O)Cc1ccc(Cl)c(Cl)c1 | -16%[0.074 µM] | 35%[activator] | -4% | 5% | -5% | -7% | -2% | 1%
Cc1ccc(-n2nnc(-c3nccn3C)n2)cc1 | -57%[inhibitor][10 µM] | 0% | -2% | 4% | -14% | 6% | -11% | 8%
O=C(COC(=O)c1c2c(nc3ccccc13)/C(=C/c1cccc([N+](=O)[O-])c1)CCC2)NC1CCS(=O)(=O)C1 (centres undefined) | 0%[1.9 µM] | -5% | -20% | -5% | u | u | 5% | -8%
Cc1ccc(C)c(NC(=O)CSc2nc3ccc(N4C(=O)c5ccccc5C4=O)cc3s2)c1 | 15%[10 µM] | -3% | 0% | 2% | -16% | -24% | -6% | -1%
COc1cnn(-c2ccccc2)c(=O)c1SCc1ccc(Cl)cc1Cl | 20% | 12% | 0% | -18% | -11% | -15% | -13% | -6%
CC(C)N1CC(O)=C(c2nc3ccccc3[nH]2)C1=N | -58%[inhibitor][10 µM] | 2% | -7% | 3% | -7% | -7% | -12% | -1%
O=C1C2C3CCC(C3)C2C(=O)N1Cc1ccco1 (centres undefined) | 9%[0.074 µM] | -5% | -1% | 3% | 3% | 6% | -2% | -2%
COc1ccc(C(=O)c2cnc[nH]2)cc1OC | 4%[10 µM] | 6% | -1% | 1% | -6% | -8% | i | 1%
CC(=O)N1CCN(C(=O)Nc2cccc(C(F)(F)F)c2)CC1 | 9%[10 µM] | 9% | 1% | 9% | 9% | -2% | 7% | 2%
O=C(CSc1nn(-c2ccccc2)c(=S)s1)NC1CCS(=O)(=O)C1 (centres undefined) | -8%[1.9 µM] | 9% | -7% | -4% | -10% | -11% | -6% | 5%
CCN(CC)c1cc2c(cc1F)c(=O)c(S(=O)(=O)c1ccccc1)cn2Cc1ccccc1 | x | x | -16% | -1% | -2% | 0% | x | -4%
CCC(=O)Nc1ccc(N2CCN(S(C)(=O)=O)CC2)cc1 | x | -8% | 0% | -7% | -12% | -2% | 0% | 7%
COCCSc1ccccc1C(=O)NCc1ccc(S(N)(=O)=O)cc1 | -11% | x | -4% | -7% | -5% | -11% | -4% | 12%
O=C(O)c1cn(-c2ccccc2)nc1-c1ccncc1 | -4%[0.074 µM] | 37%[activator][11.4 µM] | 2% | 4% | -5% | 3% | 7% | 0%
CC(=O)Nc1ccc2c(c1)n(C)c(=O)n2C | 2% | 1% | 1% | 3% | 2% | 4% | -13% | -2%
CC(NC(=O)c1ccc(Cn2c(SCc3ccccc3)nc3cccnc32)cc1)c1ccccc1 (centres undefined) | x | x | 5% | 3% | 12% | 6% | x | -2%
Cc1cc(C)c(NC(=O)CN(C)S(=O)(=O)c2ccc3c(c2)CCC(=O)N3)c(C)c1 | x | x | 2% | -10% | 2% | 2% | x | -5%
COc1ccccc1OCCCCOc1ccccc1C(C)=O | 22%[10 µM] | 23% | 0% | -6% | -17% | -8% | -2% | 4%
Cc1ccc(-c2cc(-c3ccc4c(c3)NC(=O)CO4)nc3c2COc2ccc(C)cc2-3)cc1 | x | x | -6% | -1% | 1% | -13% | x | u
c1ccc2c(c1)nc(NC1CCCCC1)c1nncn12 | -20% | 12% | 1% | 3% | 2% | 1% | 1% | 8%
O=C(Nc1ccccc1C(=O)N1CCCC1)C1CCN(c2ncccn2)CC1 | -1% | 13% | -3% | -1% | 1% | 6% | -1% | -9%
CN(C)S(=O)(=O)c1ccc(C(=O)N(Cc2cccnc2)c2nc3c(F)cc(F)cc3s2)cc1 | x | x | 0% | 6% | 0% | -7% | x | -12%
CC(C)(C)NC(=O)C(c1ccncc1)N(C(=O)Cn1nnc(-c2ccc(F)cc2)n1)c1cccc(F)c1 (centres undefined) | 14%[10 µM] | -8% | -3% | 5% | -2% | 2%[2.34 µM] | 19% | 10%[2.34 µM]
COc1ccc(OC)c(NC(=O)c2ccccc2NS(=O)(=O)c2cccc3cccnc23)c1 | -13%[10 µM] | 18% | 2% | 7% | -11% | u | 1% | 1%
O=C1N(c2ccc(Cl)cc2)C(c2ccccc2)N2CCCN12 (centres undefined) | 9%[10 µM] | 3% | 2% | -26% | 2% | 0% | i | -3%
O=C(O)c1ccc2c(c1)C(=O)N([C@H](Cc1ccc(F)cc1)C(=O)O)C2=O | x | 5% | -2% | 5% | x | x | i | x
CCOC(=O)c1cccc(NC(=O)C2CCCO2)c1 (centres undefined) | 11% | x | 1% | -9% | 8% | -1% | i | -2%
Oc1ccc(Cl)cc1C=Nc1ccc2c3c(cccc13)CC2 | x | -1% | -1% | -4% | u | -19% | 55%[activator] | 2%
CSc1nc(Cl)c(Cc2ccc(OCC(C)C)cc2)c(N2CCOCC2)n1 | 19%[10 µM] | 17% | 1% | -8% | -6% | -7% | -9% | -3%
CCOC(=O)c1cnc2c(C(F)(F)F)cccc2c1Nc1cccc(C(=O)OC)c1 | x | x | -1% | 2% | u | -20% | x | u
O=C(CSc1ccc(-c2ccccn2)nn1)Nc1ccc(F)cc1F | x | x | -1% | -5% | 6% | 1% | x | -1%

Some of the entries so far, with values under each structure.
Screens in order: HTT cytoprotect, L3MBTL1 block, TR SRC2 fluor cs, TRb SRC2 PPI, Tau ThT inhib, Tau fluor counter, RECQ1 helicase, Tau FP inhib
Oc1ccc(Cl)cc1C=Nc1ccc2c3c(cccc13)CC2
→ x, -1%, -1%, -4%, u, -19%, 55%[activator], 2%
Cc1ccc2nc(NC(=O)CSc3ncc(C(=O)Nc4ccc(F)cc4)c(=O)n3C)sc2c1
→ x, x, 0%, -3%, u, -9%, x, 0%

Bioassay records deposited in PubChem BioAssay by National Center for Advancing Translational Sciences (NCATS).
